Source: PubChem (The Scripps Research Institute Molecular Screening Center)
ASAP1 inh = blocks human ASAP1-stimulated Arf1 GTP hydrolysis; Q9ULH1; GDP FP detection; inhibition, % at 16.5 µM; actives 0.19% (n = 360,000); in the data active = inhibition above about 25%;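 also: 0% = vehicle with enzyme and substrate and 100% = no enzyme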
Target sequence (Q9ULH1 325-724 limits assumed): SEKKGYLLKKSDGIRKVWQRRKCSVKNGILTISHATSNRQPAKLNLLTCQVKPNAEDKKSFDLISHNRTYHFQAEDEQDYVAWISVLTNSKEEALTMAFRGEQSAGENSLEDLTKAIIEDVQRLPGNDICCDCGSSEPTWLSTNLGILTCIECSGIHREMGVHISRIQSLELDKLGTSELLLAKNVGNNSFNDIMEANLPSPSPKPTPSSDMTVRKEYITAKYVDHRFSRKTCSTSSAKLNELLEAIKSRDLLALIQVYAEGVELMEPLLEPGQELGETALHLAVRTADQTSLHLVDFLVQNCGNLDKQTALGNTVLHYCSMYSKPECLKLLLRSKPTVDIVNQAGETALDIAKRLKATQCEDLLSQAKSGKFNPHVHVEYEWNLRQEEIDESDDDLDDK
SIAE primary = inhibitors of human sialic acid acetylesterase SIAE | SIAE FP-Rh probe binding, fluorescence polarization | inhibition, % at 9.66 µM | actives 0.69% (n = 370,000);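 active = inhibition above a cutoff: mean of compounds within the control limits plus 3 SD of those, cut at about 17% in these data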;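 also: 0% = plate median of compound wells and 100% = probe without SIAE protein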
ARFGAP1 inhibitor = inhibits rat ARF GTPase activating protein 1 | Q62848 | Arfgap1-stimulated ARF1 GTP hydrolysis, GDP FP detection | inhibition, % at 16.5 µM | actives 0.26% (n = 360,000) | AID 651572;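 active = inhibition above a per-plate limit, mean inhibition of low control wells plus 3 SD, cut at about 25% in these data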;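 also: 0% = DMSO wells with enzyme and 100% = wells lacking Arfgap1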
Target sequence (Q62848 1-136 limits assumed): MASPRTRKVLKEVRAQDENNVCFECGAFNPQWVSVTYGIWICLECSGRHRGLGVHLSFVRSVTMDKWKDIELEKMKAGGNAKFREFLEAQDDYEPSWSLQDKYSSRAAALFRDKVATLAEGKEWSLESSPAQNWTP
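material = rat Arfgap1 catalytic domain, aa 1-136 | also added = human ARF1(Δ1-17)-GTP substrate | compound dosing = one concentration, 16.5 µM, DMSO 1.26% | times = GTP hydrolysis reaction 2 h at 25 °C | measured by = FP, GDP Alexa 633 tracer displaced from anti-GDP antibody, 620/688 nm | evaluation = percent inhibition of Arfgap1-stimulated GTP hydrolysis | replication = single well per compound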
DDE Tn6 FP inh = DD(E)-Tn6 binding inhibition, primary FP screen; P02675; actives 0.21% (n = 370,000); inhibition, % at 8.3 µM; Fibrin DD(E) TRITC-Tn6 fluorescence polarization displacement; AID 720509;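 active = inhibition above a per-campaign cutoff: mean of compounds within control limits plus 3 SD, cut at about 15% in these data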;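 also: 0% = median of all compound wells on the plate and 100% = blocking peptide control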
ADAM10 inh = inhibits human ADAM10; actives 0.62% (n = 370,000); recombinant ADAM10, EDANS/DABCYL FRET peptide cleavage, 3 h; inhibition, % at 7 µM; O14672;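 active = inhibition above a per-campaign cutoff equal to the mean of compounds falling between control-based bounds plus 3 SD, cut at about 20% in these data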;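 also: 0% = DMSO wells while the 100% control is not disclosed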
ADAM17 inh = ADAM17 inhibition, QFRET primary screen | inhibition, % at 6.95 µM | P78536 | AID 720648 | recombinant ADAM17, EDANS/DABCYL FRET peptide cleavage | actives 0.83% (n = 370,000);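 active = inhibition above the mean of compounds lying between control limits plus 3 SD, set per campaign, cut at about 8.5% in these data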;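 also: 0% = DMSO-only wells as the low control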
DDE Tn7 FP inh = inhibitors of Tn7 peptide binding to human fibrin DD(E); FP displacement of FITC-Tn7 peptide from fibrin DD(E); 0% = median of compound wells per plate; AID 720508; P02675; actives 0.13% (n = 370,000); inhibition, % at 8.3 µM;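 active = inhibition above the mean of compounds falling within the control limits plus 3 SD of them, cut at about 14% in these data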;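 also: 0% = plate median of compound wells and 100% = 10 µM Aha-Tn7 peptide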
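Test system: human clot-derived fibrin DD(E) complex / Quantity: 2 µM final DD(E) protein / Incubation: 10 min plus 3 h, room temperature / Measured by: fluorescence polarization / Benchmarks: high control of 10 µM Aha-Tn7 peptide / Replicates: singlicate testing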
PLCb3 inh = PLC-beta3 (human) inhibition, primary screen; Q01970; Purified PLC-beta3, fluorogenic substrate, fluorescence; inhibition, % at 12.2 µM; actives 0.18% (n = 370,000); AID 720704; in the data active = inhibition above about 11%;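 also: 0% = median of compound wells on plate and 100% = full blocker control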
PLCg1 inh = PLC-gamma1 (human) inhibition, primary screen; purified PLC-gamma1, fluorogenic substrate, fluorescence; inhibition, % at 12.2 µM; actives 0.84% (n = 370,000); in the data active = inhibition above about 9.5%
TDP2 absorb = TDP2 (human) inhibition, absorbance primary screen | actives 0.34% (n = 370,000) | O95551 | AID 720702 | recombinant TDP2, T5PNP hydrolysis, p-nitrophenol absorbance 415 nm | inhibition, % at 12.8 µM;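 active = inhibition above the mean of all tested compounds plus 3 SD, set per campaign, cut at about 25% in these data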;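 also: 0% = DMSO with enzyme and 100% = buffer with substrate but no TDP2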
Target sequence (O95551 whole entry, looked up): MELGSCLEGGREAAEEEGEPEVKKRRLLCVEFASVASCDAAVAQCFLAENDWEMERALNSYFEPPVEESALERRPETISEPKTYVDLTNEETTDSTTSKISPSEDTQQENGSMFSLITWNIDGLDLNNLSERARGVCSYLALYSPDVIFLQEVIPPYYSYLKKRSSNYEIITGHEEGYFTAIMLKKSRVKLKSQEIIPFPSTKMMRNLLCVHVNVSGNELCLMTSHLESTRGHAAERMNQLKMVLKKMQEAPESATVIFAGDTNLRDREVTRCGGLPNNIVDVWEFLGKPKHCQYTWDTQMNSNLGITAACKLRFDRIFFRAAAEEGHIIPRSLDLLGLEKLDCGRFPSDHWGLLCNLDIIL
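Material: recombinant human TDP2; quantity: TDP2 enzyme at 120 nM final; medium: Tris-HCl pH 7.5 with MgCl2; compound: single concentration, 12.8 µM nominal, with 1% DMSO; incubation: 2 h enzyme incubation at 37 °C; signal: epi absorbance; measure: percent inhibition; benchmarks: high control without enzyme, low control DMSO plus TDP2; repeats: singlicate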
An asterisk follows results filed as active; i = inactive; x = no result given.

compound	ASAP1 inh	SIAE primary	ARFGAP1 inhibitor	DDE Tn6 FP inh	ADAM10 inh	ADAM17 inh	DDE Tn7 FP inh	PLCb3 inh	PLCg1 inh	TDP2 absorb
COc1ccc2[nH]c3c(c2c1)CCN1C(=O)C(CC(=O)NCCCN(C)C)C[C@H](C(=O)N2CCCCC2)[C@@]31C (stereo not given in full)	2.4	1.4	-5.9	0.0	-6.1	-0.8	-0.3	-2.0	-3.1	3.4
CCc1nc2ccc(C(=O)NCCCN3CCN(c4ccc(F)cc4)CC3)cc2nc1CC	-14.9	2.2	-10.8	3.6	0.7	-2.9	3.3	-1.1	1.6	4.8
COn1c(-c2ccc(C)cc2)nc2ncccc21	2.3	1.9	3.6	-3.4	-18.6	-12.7	2.0	-12.2	-8.0	10.9
COc1ccc(Nc2nc(C)nc3c2oc2ccccc23)c(OC)c1	-1.4	-1.0	6.3	0.7	i	-447.6	1.7	-431.0	-344.1	0.8
CCN(CC)C(=O)c1ccc(S(=O)(=O)NCc2cccnc2)cc1	-6.8	-1.6	7.1	0.8	3.4	-4.3	4.6	-1.9	1.1	-1.1
CNc1ccc(-c2cccc(C(=O)N3CCOCC3)c2)cn1	0.3	-4.1	-2.4	-4.5	-53.6	-10.9	-3.0	-27.8	-25.1	-5.2
CCc1ccc([C@@H]2CC=C(C(=O)O)[C@H](c3ccc(C)cc3)N2S(=O)(=O)c2ccc(C)cc2)cc1	2.1	2.0	-11.9	2.7	-2.9	-2.7	-1.2	-3.7	-2.3	1.1
O=C(COC(=O)Cn1cc(C(F)(F)F)ccc1=O)Nc1ccccc1	-0.9	-4.1	14.5	-5.4	-14.0	-2.2	-2.9	0.1	3.4	16.2
Cc1ccc(C2CC(c3ccco3)=NN2S(C)(=O)=O)cc1 (stereo not given)	-5.2	5.2	-1.0	1.9	-2.6	0.3	-1.9	0.2	1.4	3.9
CCOC(=O)N1CCN(C(=O)c2ccc(OC)c(OC)c2)CC1	-18.1	-2.0	-0.3	-2.1	-32.4	-2.6	8.8	-0.2	0.5	-4.2

Among those listed so far, these have a furan ring, fused or not.
compound	ASAP1 inh	SIAE primary	ARFGAP1 inhibitor	DDE Tn6 FP inh	ADAM10 inh	ADAM17 inh	DDE Tn7 FP inh	PLCb3 inh	PLCg1 inh	TDP2 absorb
COc1ccc(Nc2nc(C)nc3c2oc2ccccc23)c(OC)c1	-1.4	-1.0	6.3	0.7	i	-447.6	1.7	-431.0	-344.1	0.8
Cc1ccc(C2CC(c3ccco3)=NN2S(C)(=O)=O)cc1 (stereo not given)	-5.2	5.2	-1.0	1.9	-2.6	0.3	-1.9	0.2	1.4	3.9

(list continues)
compound	ASAP1 inh	SIAE primary	ARFGAP1 inhibitor	DDE Tn6 FP inh	ADAM10 inh	ADAM17 inh	DDE Tn7 FP inh	PLCb3 inh	PLCg1 inh	TDP2 absorb
O=C(O)c1ccccc1-c1ccccc1C(=O)Nc1ccc2c(c1)oc(=O)c1ccccc12	-12.6	-33.7	-4.5	6.5	-402.8	-88.7	-4.0	-266.2	-197.3	4.4
Nc1ccc(S(=O)(=O)c2ccc(N)nc2)cc1	-6.2	1.4	-1.3	-2.1	-6.4	0.9	-11.0	2.3	2.1	-3.7
CCCc1cc(=O)[nH]c2nnc(SCC(=O)NC3CCCCC3)n12	-0.3	-1.0	-2.3	4.6	-7.3	-7.0	8.1	-8.0	-4.9	-7.9
Cc1cc(C(=O)CN2CCC(C)CC2)c(C)n1-c1ccccc1F	0.3	-7.2	-0.5	-7.5	-12.4	-1.5	-3.2	-10.7	-2.3	-3.7
COC(=O)NCCOc1cc(C)ccc1C	-10.3	0.1	7.2	8.1	1.3	-1.2	-1.4	1.8	-1.7	2.8
CCCc1cc2c(cc1N(C)S(=O)(=O)c1ccccc1)OCO2	-30.9	2.3	-14.1	2.5	3.0	-5.3	0.1	-1.2	0.8	2.7
COC1(OC)N=C(N)C2(C#N)C(c3ccc(C)cc3)C12C#N (stereo not given)	-4.8	-14.6	1.3	0.8	-18.0	-8.1	6.3	-7.3	-3.1	-7.6
Cc1c(C=O)c2ccccn2c1C(=O)c1ccncc1	5.5	-3.7	-9.8	8.1	0.1	2.1	5.3	4.5	4.1	-12.4
O=C(CNS(=O)(=O)c1ccc(Cl)c(C(F)(F)F)c1)NC1CCCCC1	1.9	1.3	-0.7	-5.2	-1.1	-0.1	-2.6	-3.9	-4.0	-8.1
CCOc1ccc(N2C(=O)CC(Sc3ncccn3)C2=O)cc1 (stereo not given)	-7.2	3.0	2.8	1.3	0.1	7.1	-4.2	1.9	7.5	-3.2
Clc1ccc(OCCN2CCCCC2)cc1Cl	5.2	2.4	6.7	-11.2	2.2	-2.5	1.8	4.9	2.9	16.5
O=C(CCN1C(=O)C2C3C=CC(C3)C2C1=O)Nc1c(F)cccc1F (stereo not given)	10.2	0.1	-10.2	5.9	-1.0	-1.4	3.5	2.4	-1.1	6.5
CCc1ccc(NC(=O)CS(=O)CC(=O)N2CCN(c3ccccc3F)CC2)cc1 (stereo not given)	-1.1	0.2	4.4	8.0	9.1	1.5	-4.9	6.7	2.3	1.6
CSc1ncc(C(=O)Nc2cccc(Cl)c2C)c(C)n1	-3.2	-0.9	-5.0	5.6	-0.7	3.2	2.5	-8.1	-3.6	12.8
Cc1cc(C)cc(C(=O)OCCCN(C)C2CN(Cc3cn(Cc4ccccc4C(F)(F)F)nn3)S(=O)(=O)C2)c1 (stereo not given)	x	-5.4	x	-1.1	9.6	2.4	-9.7	1.0	1.1	-7.4
COc1ccc2c(c1)c(C(=O)N/N=C/c1ccc(O)c(O)c1)c(C)n2C	14.9	-3.0	0.3	-10.5	-4.3	-1.2	0.1	-12.6	-13.7	-3.2
CCOc1ccc(NC(=O)c2ccc(OC)cc2)cc1	2.0	1.1	7.1	0.6	-2.6	-1.5	-1.7	1.1	-2.2	-1.8
O=C(CSc1ccsc1[N+](=O)[O-])N1CCN(c2ccc(Cl)cc2)CC1	-8.6	-4.9	7.6	-2.0	1.6	-0.6	-5.5	1.1	-1.5	0.7
Cc1cccc(NC(=O)Cn2cc(C(=O)C3CC3)c3ccccc32)c1	0.5	3.0	0.8	5.8	-1.9	2.7	2.5	-4.4	1.5	17.8
COc1ccc(-c2nc3ccccn3c2Cl)cc1	9.6	3.0	11.6	3.1	-273.6	-107.2	-5.2	-33.6	-19.5	-15.5
Cc1ccc(S(=O)(=O)NC(C)C(=O)OCC(=O)Nc2sccc2C(N)=O)cc1 (stereo not given)	8.3	-3.3	-4.3	7.5	-5.0	-1.6	-0.6	5.4	2.4	-3.2
Cc1sc(NC(=O)Cn2nc(C(F)(F)F)cc2C)c(C(=O)OC(C)C)c1C	-15.4	-3.6	5.3	2.2	6.4	-1.6	4.8	1.6	0.9	7.6
O=C(N/N=C/c1ccc([N+](=O)[O-])s1)c1ccccc1	8.2	0.3	6.3	-7.7	1.4	1.2	0.1	-6.8	-7.6	-1.4
C[C@H](NC(=O)[C@@H]1CSC2c3ccccc3C(=O)N21)C(=O)NCCc1ccc(F)cc1 (stereo not given in full)	5.3	-5.0	12.6	-7.1	5.7	-1.4	0.8	-11.2	12.4*	-13.8
O=S(=O)(NCC(c1ccco1)N1CCc2ccccc2C1)c1ccc(F)cc1 (stereo not given)	10.3	-0.1	2.0	-1.8	1.5	2.9	-1.1	-2.0	-4.0	-8.5
CCN(c1ccccc1)S(=O)(=O)c1cc(C(=O)Nc2cccc(Cl)c2)ccc1F	9.8	-123.5	6.7	-5.1	13.4	7.0	-0.3	1.9	0.3	-4.0
Cc1ccc2nc3c(c(N)c2c1)CCN3C	-1.6	2.3	9.5	-8.3	-270.6	-112.5	0.6	-122.0	-78.5	-14.6
Cc1ccc(N(C)S(=O)(=O)c2cccc(C(=O)NCC(c3cccs3)N3CCOCC3)c2)cc1 (stereo not given)	17.5	-2.4	-17.6	8.4	-1.2	-0.7	2.8	-7.8	-1.0	4.7
O=C(CN1C2=NCCN2c2ccccc21)N1CCOCC1	4.4	2.2	-13.7	6.5	-3.3	-4.1	0.1	0.8	-0.7	4.1
Cc1cc(NC(=O)Nc2cccc(C(F)(F)F)c2)no1	8.3	-4.9	3.2	-8.5	7.5	3.5	0.9	2.2	6.6	-3.7
OCCC#Cc1c(-c2ccsc2)sc2ccccc12	3.1	-8.0	10.9	-3.2	-10.1	-4.6	3.9	-18.0	-8.8	-3.5
CC(=O)Nc1ccc(C(=O)OCC(=O)NC(=O)NCc2ccccc2)cc1	-9.2	-2.3	2.7	1.2	0.7	-0.7	-0.4	-3.8	-2.7	0.7
CCn1ccnc1CN(C)C(=O)c1cc(COc2ccccc2SC)on1	-4.3	-2.5	-4.2	-8.2	-9.4	0.2	-1.1	-6.1	-4.1	-19.8
C[C@H](CO)N1C[C@H](C)[C@@H](CN(C)C(=O)Cc2ccccc2)OCCCC[C@H](C)Oc2ccc(NC(=O)NC3CCCCC3)cc2C1=O	-6.1	1.1	-8.4	-2.7	1.9	3.0	2.8	4.5	0.9	-1.9
COc1ccc(OC)c(Cc2nnc(CCC(=O)N3CCCCC3)o2)c1	-8.3	8.2	-2.5	4.8	-5.1	-5.3	4.9	-9.3	-0.4	10.0
CCc1nnc(SCC(=O)Nc2ccc3ccccc3c2)n1N	-7.4	0.5	3.5	-7.1	0.8	-0.7	1.0	-3.5	-2.3	1.9
CC(C)CNS(=O)(=O)c1ccccc1C(=O)N1CCCCC1	2.0	-5.4	12.9	14.0	-0.1	3.8	4.0	2.5	1.5	-0.6
Cc1c(C(=O)NCCCN2CCCC2=O)oc2c(Cl)cccc12	0.0	-0.7	-9.5	6.6	-8.5	-3.0	4.9	-6.0	-2.4	6.1
Cc1cc(N/N=C/c2ccccc2F)nc(NCc2ccccc2)n1	0.7	-3.5	5.4	-5.4	1.3	-3.1	0.0	-4.8	2.6	0.9
O=S(=O)(c1ccc(Cl)s1)N1CCC2(CC1)OCCO2	4.7	-3.2	18.2	-6.2	9.7	-1.9	2.5	-6.1	2.2	-0.1
COc1cc(NC(=O)c2ccccc2F)c(OC)cc1NC(=O)CN1CCOCC1	12.8	17.1*	6.3	-6.6	0.2	-8.1	0.9	-12.1	-9.0	5.6
COc1ccc2cc(/C=N/NC(=O)CN(c3ccccc3C)S(=O)(=O)c3ccccc3)c(Cl)nc2c1	-10.5	-3.2	-4.1	0.0	-16.9	-5.2	5.3	-11.4	-14.3	-8.4
